Source: PubChem (National Center for Advancing Translational Sciences (NCATS))
Pf Dd2 inh: inhibitors of Plasmodium falciparum Dd2 growth. P. falciparum Dd2 growth, SYBR Green, 72 h. Potency, µM (top dose mostly 28.9 µM), for inactives: at the top dose activity, negative = inhibition, usual class: inhibitors. 4.3% of 120,000 active. AID 1347417; active = well fitted inhibition curve with a large enough effect; inconclusive = small, poorly fitted or top-dose-only effect; inactive = no such curve, though single readings can be large or run the other way;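 note: plate controls were DMSO vehicle for no effect and reference drug for full effect; nearly all actives have a fitted effect of over 65% in size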
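Readout: SYBR Green fluorescence, 485 nm excitation, 535 nm emission, after ~16 h lysis at 37C. Before that, Dd2-infected red cells (2.5% hematocrit) grew 72 h with compound, 29 uM top final concentration.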
Starred values were filed as active, the others as inactive; i = inactive; ? = inconclusive; [ ] = dose if it differs, or a comment. Potency is the fitted concentration of half-maximal effect. Some of the compounds tested; count on the stated rates, not on these rows.

#1 Cc1nnc(N2C(=O)c3oc4ccccc4c(=O)c3C2c2ccc(Cl)cc2)s1 (stereo unspecified)
- Pf Dd2 inh: 0.3%
#2 Cc1ccc(-n2nnc(-c3nsc(NC(=O)c4ccccc4C)n3)c2C)cc1Cl
- Pf Dd2 inh: 21.3%
#3 CC(=O)N1CC2(Cc3ccccc31)CN(C(=O)C(C)(C)C)C2
- Pf Dd2 inh: -37.5%[44.1 µM]
#4 CC(C)CN1C(=O)CO[C@H](c2ccc(NS(=O)(=O)CC(C)C)cc2)[C@H]1CO
- Pf Dd2 inh: i
#5 CC(C)N1CCN(Cc2nnc3cc(-c4nc(-c5ccccc5)no4)ccn23)CC1
- Pf Dd2 inh: i
#6 N#Cc1cccc(CN2CCOCCNC(=O)CC2)c1
- Pf Dd2 inh: -15.2%
#7 O=C(Nc1ccc(Cl)c(-c2nc3cc(Cl)ccc3o2)c1)c1cc2ccccc2o1
- Pf Dd2 inh: 2.1%
#8 COc1ccc2nc(NC(=O)c3nc(SCc4ccccc4F)ncc3Cl)sc2c1
- Pf Dd2 inh: 51.1%[activator]
#9 Clc1ccccc1C1(c2ccnc(NCCc3cccnc3)n2)CCNCC1
- Pf Dd2 inh: ?
#10 COc1ccccc1CNS(=O)(=O)c1ccc2c(c1)NC(=O)C(C)C(=O)N2 (stereo unspecified)
- Pf Dd2 inh: -19.7%
#11 Cc1cn2nc(C(=O)N3CCC(NC(=O)c4ccco4)CC3)cc2c(=O)[nH]1
- Pf Dd2 inh: i
#12 CCCn1cc(S(=O)(=O)N2C[C@H](C3CC3)[C@@H](N)C2)cn1
- Pf Dd2 inh: ?
#13 O=C1CC(c2ccccc2)N(S(=O)(=O)c2ccc3c(c2)OCCO3)CCCCCN1 (stereo unspecified)
- Pf Dd2 inh: ?
#14 CNC(=O)c1ccc(N2CC3CC(C2)[C@H]2CCCC(=O)N2C3)nc1 (stereo partly specified)
- Pf Dd2 inh: i
#15 COc1ccc(NC(=O)N2C[C@@H]3C[C@H](C2)c2c(NC(=O)c4ccccc4)ccc(=O)n2C3)cc1
- Pf Dd2 inh: -3.2%

#16 CC(=O)N1CCN(Cc2ccc(-c3cnc4c(OCc5ccccc5)nccn34)cc2)CC1
- Pf Dd2 inh: ?
#17 Cc1ccc(-c2cccc(CN3CCN(c4ccc(Cl)nn4)C(=O)C3)c2)c(C)c1
- Pf Dd2 inh: -20.6%
#18 Cc1ccc(CCNC(=O)c2ccc3c(c2)N(Cc2cccc(F)c2)C(=O)c2ccccc2S3)cc1
- Pf Dd2 inh: 2.4%
#19 CN(C(=O)Nc1ccccc1)C1CCOc2ccccc21 (stereo unspecified)
- Pf Dd2 inh: i
#20 CN(C(=O)C1(N)CC1)C1CCCN(CCCc2ccccc2)C1 (stereo unspecified)
- Pf Dd2 inh: -25.9%
#21 CCOc1ccc(-n2nc(CO)c(C(=O)NCCCc3ccccc3)n2)cc1
- Pf Dd2 inh: -2.9%
#22 O=C(NCC1CCN(Cc2cccc(Cl)c2)CC1)Nc1cc(Cl)ccc1Cl
- Pf Dd2 inh: i
#23 COc1ccccc1NC(=O)CSCc1cc(=O)c2cccc(Cl)c2[nH]1
- Pf Dd2 inh: 19.5%
#24 CSc1ncc(Cl)c(C(=O)Nc2ccc(NC(C)=O)cc2)n1
- Pf Dd2 inh: 9.1%
#25 O=C1NC(=NC2CCCC2)C2(CCN(CC3CCCCC3)C2)N1c1cccnc1 (stereo unspecified)
- Pf Dd2 inh: ?
#26 Cc1ccc2cc3cc(C(=O)N4CCN(c5ccccc5)CC4)sc3nc2c1
- Pf Dd2 inh: -6.9%
#27 Cc1noc(C)c1S(=O)(=O)N1CCCC(Cc2nncn2C(C)C)C1 (stereo unspecified)
- Pf Dd2 inh: -2.8%
#28 CC(=O)Nc1ccc(NC(=O)CN2C(=O)NC(c3ccc(C)cc3)C3=C2COC3=O)cc1 (stereo unspecified)
- Pf Dd2 inh: i
#29 OC[C@H]1C[C@@H](NCc2cccnc2)[C@H](O)[C@@H]1O
- Pf Dd2 inh: 4.8%[44.1 µM]
#30 COCCNC(=O)CC(c1ccc(Cl)cc1)c1c[nH]c2ccc([N+](=O)[O-])cc12 (stereo unspecified)
- Pf Dd2 inh: ?

Arranged by SMILES length (smallest number first): some entries from above
#29 OC[C@H]1C[C@@H](NCc2cccnc2)[C@H](O)[C@@H]1O
- Pf Dd2 inh: 4.8%[44.1 µM]
#25 O=C1NC(=NC2CCCC2)C2(CCN(CC3CCCCC3)C2)N1c1cccnc1 (stereo unspecified)
- Pf Dd2 inh: ?
#28 CC(=O)Nc1ccc(NC(=O)CN2C(=O)NC(c3ccc(C)cc3)C3=C2COC3=O)cc1 (stereo unspecified)
- Pf Dd2 inh: i

Other records follow.
#31 O=C(c1ccccc1)N1CCCC(c2nn(-c3ccc(Cl)cc3)c(=O)[nH]2)C1 (stereo unspecified)
- Pf Dd2 inh: i
#32 COc1ccc(C(c2c(O)cc(C)n(Cc3ccco3)c2=O)N2CCCCC2)cc1OC (stereo unspecified)
- Pf Dd2 inh: 82.5%[activator]
#33 COCC(=O)Nc1ncncc1-c1noc([C@@H]2CCCN2Cc2cc(OC)c(OC)c(OC)c2)n1
- Pf Dd2 inh: i
#34 Cc1ccc(OCC(=O)Nc2ccc(OCc3cc(=O)n4ccsc4n3)cc2)cc1C
- Pf Dd2 inh: -15.7%
#35 COCCc1nncn1C1CCN(S(=O)(=O)c2ccc(C)c(F)c2)CC1
- Pf Dd2 inh: i
#36 Cn1nc(C(=O)N2CCC(c3n[nH]c(=O)n3-c3ccccc3)CC2)c2ccccc21
- Pf Dd2 inh: i
#37 Cc1cc(C(=O)N[C@H](C)c2c(-c3ccc(F)cc3)noc2C(=O)O)nn1C
- Pf Dd2 inh: i
#38 Cc1ccc(CNC(=O)C2(CCO)CC23CCOCC3)o1 (stereo unspecified)
- Pf Dd2 inh: 1.5%
#39 Cc1noc(C)c1S(=O)(=O)N1CCC(C(=O)NCCc2noc(C3CC3)n2)CC1
- Pf Dd2 inh: -0.6%
#40 CCN1C(=O)C2(CCN(S(=O)(=O)c3cccc(OC)c3)CC2)c2ccccc21
- Pf Dd2 inh: ?
#41 COCCN1C(=O)c2cccn2CC1CNC(=O)c1ccc(OC)c(OC)c1 (stereo unspecified)
- Pf Dd2 inh: 1.8%
#42 COCCN(C)C[C@H]1C[C@@H](CO)CN(C(=O)c2ccc(C)c(Cl)c2)C1
- Pf Dd2 inh: -2.5%
#43 CCOc1ccc(C2CC(=O)Nc3c2c(=O)[nH]c2ncnn32)cc1 (stereo unspecified)
- Pf Dd2 inh: 18.2%
#44 COc1cc(Cl)c(NC(=O)c2cc(S(=O)(=O)N3CCOCC3)cn2C)c(OC)c1
- Pf Dd2 inh: 61.0%[activator]
#45 O=C(COc1ccc(F)cc1)Nc1ccccc1C(=O)OCc1cc(=O)n2nc(C3CC3)sc2n1
- Pf Dd2 inh: 36.8%[activator]

Of the compounds above, these have a furan ring, fused or not.
#7 O=C(Nc1ccc(Cl)c(-c2nc3cc(Cl)ccc3o2)c1)c1cc2ccccc2o1
- Pf Dd2 inh: 2.1%
#11 Cc1cn2nc(C(=O)N3CCC(NC(=O)c4ccco4)CC3)cc2c(=O)[nH]1
- Pf Dd2 inh: i
#32 COc1ccc(C(c2c(O)cc(C)n(Cc3ccco3)c2=O)N2CCCCC2)cc1OC (stereo unspecified)
- Pf Dd2 inh: 82.5%[activator]
#38 Cc1ccc(CNC(=O)C2(CCO)CC23CCOCC3)o1 (stereo unspecified)
- Pf Dd2 inh: 1.5%

Further compounds follow.
#46 N#Cc1ccc(C(=O)Nc2ccc(Cl)c(-c3nc4cc(Cl)ccc4o3)c2)c(F)c1
- Pf Dd2 inh: i
#47 Cc1c(Cl)cccc1NC(=O)c1ccc2c(c1)CCN2S(=O)(=O)c1ccccc1
- Pf Dd2 inh: ?
#48 CCn1nc(C(C)C)cc1C(=O)N1CCc2onc(-c3cccc(F)c3)c2C1
- Pf Dd2 inh: -23.8%
#49 COC(=O)c1c(SC)nc2ccccc2c1OCc1ccc(Br)cc1
- Pf Dd2 inh: i
#50 COCCc1noc([C@@H]2CC(F)(F)CN2C(=O)c2ccccn2)n1
- Pf Dd2 inh: -1.3%
#51 CCc1nc2cc(N3CCC(C(=O)NCc4cc(F)cc(F)c4)CC3)cnc2nc1CC
- Pf Dd2 inh: i
#52 CCC1CN(C(=O)Nc2ccccc2C(F)(F)F)c2ccccc2S1 (stereo unspecified)
- Pf Dd2 inh: 77.9%[activator]
#53 C[S+](=O)([O-])c1ccc(-c2cc(C(=O)NCc3cccnc3)nn3cccc23)cc1
- Pf Dd2 inh: ?
#54 Cc1ccc(NC(=O)/C=C/c2ccccc2Cl)cc1Cl
- Pf Dd2 inh: 2.82µM*
#55 CN(CC1CCOC1)C(=O)c1ccccc1C(F)(F)F (stereo unspecified)
- Pf Dd2 inh: 18.7%[5.79 µM]
#56 CN(Cc1cccnc1)c1nc2c(c(=O)[nH]1)CCN(Cc1ccccc1Cl)CC2
- Pf Dd2 inh: ?
#57 O=C(COc1ccccc1)NCc1ccc2c(c1)CCN2C(=O)c1ccc(Cl)cc1
- Pf Dd2 inh: 61.7%[activator]
#58 O=C(Cn1cccc1-c1nc(-c2ccc3c(c2)OCO3)no1)Nc1ccc(F)c(F)c1
- Pf Dd2 inh: ?
#59 O=C(NCCO)c1ccc(-c2ncc3cnc(C4=CCOCC4)cn23)cc1
- Pf Dd2 inh: -6.7%[44.1 µM]
#60 COc1ccccc1C(=O)NC1(C(F)(F)F)C(=O)NC(C)=C1C#N (stereo unspecified)
- Pf Dd2 inh: -16.9%

Five entries from above in a different format.
| item | structure | Pf Dd2 inh |
| --- | --- | --- |
| 52 | CCC1CN(C(=O)Nc2ccccc2C(F)(F)F)c2ccccc2S1 (stereo unspecified) | 77.9%[activator] |
| 47 | Cc1c(Cl)cccc1NC(=O)c1ccc2c(c1)CCN2S(=O)(=O)c1ccccc1 | ? |
| 53 | C[S+](=O)([O-])c1ccc(-c2cc(C(=O)NCc3cccnc3)nn3cccc23)cc1 | ? |
| 48 | CCn1nc(C(C)C)cc1C(=O)N1CCc2onc(-c3cccc(F)c3)c2C1 | -23.8% |
| 46 | N#Cc1ccc(C(=O)Nc2ccc(Cl)c(-c3nc4cc(Cl)ccc4o3)c2)c(F)c1 | i |

(cont.)
#61 Cc1cccc(CC(=O)N2CC(=O)Nc3ccc(Br)cc3C2c2ccc(F)cc2)c1 (stereo unspecified)
- Pf Dd2 inh: ?
#62 Cc1[nH]c2ccc(C(=O)Nc3ccc(F)cc3)cc2c1C
- Pf Dd2 inh: i
#63 CCc1ccc(S(=O)(=O)c2nnn3c2nc(N2CCCCC2)c2ccccc23)cc1
- Pf Dd2 inh: -26.1%
#64 O=S(=O)(c1ccccc1)N1[C@H]2CC[C@@H]1c1cncnc1C2
- Pf Dd2 inh: 11.7%
#65 C=CCn1c(-c2ccc(F)cc2)cn2cc(C(=O)N[C@@H](C)CO)nc2c1=O
- Pf Dd2 inh: -16.8%
#66 O=C(c1cnccn1)N1CCCC(Cc2noc(-c3ccccn3)n2)C1 (stereo unspecified)
- Pf Dd2 inh: ?
#67 COc1ccc(CCC(=O)N[C@H]2[C@@H]3CCO[C@@H]3[C@@H]2C2CCCC2)cc1OC
- Pf Dd2 inh: 4.9%
#68 O=c1n(Cc2ccccc2)nc2n1-c1cc(Cl)ccc1OC2
- Pf Dd2 inh: 22.9%
#69 COc1ccc(CNC(=O)[C@@H]2Cc3nc[nH]c3CN2C(=O)NC2CCCCC2)cc1
- Pf Dd2 inh: 3.2%[44.1 µM]
#70 COc1cc(Cl)c(C)cc1Nc1nnc(-n2nc(C)cc2C)c2ccccc12
- Pf Dd2 inh: -12.7%
#71 COc1cccc(N2CC3CCC(C2)N3CC(F)(F)F)n1
- Pf Dd2 inh: 8.7%
#72 CCCOC(=O)CSc1ncnc2sc3c(c12)CCC(C)C3 (stereo unspecified)
- Pf Dd2 inh: 12.6%
